# EphB4 ephrin blk: antagonists of human EphB4-ephrin-B2 interaction | inhibition, % at 7 µM | EphB4 LBD / TNYL-RAW-Alexa532 peptide, fluorescence polarization | actives 0.15% (n = 97,000);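 active = inhibition above the screen-wide mean inhibition plus 3 SD, cut at about 15% in these data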;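 also: 0% = DMSO wells and 100% = excess unlabeled TNYL-RAW peptide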
# Plk1 PBD FP: blocks phosphopeptide binding to human Plk1 polo box domain; P53350; Plk1 PBD phosphopeptide binding, fluorescence polarization; inhibition, %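 (tested at about 20 µM)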; actives 0.13% (n = 97,000); AID 693; in the data active = inhibition above about 34%, passing the limit was not always enough
# Target sequence (P53350 whole entry, looked up, the tested form may be a part): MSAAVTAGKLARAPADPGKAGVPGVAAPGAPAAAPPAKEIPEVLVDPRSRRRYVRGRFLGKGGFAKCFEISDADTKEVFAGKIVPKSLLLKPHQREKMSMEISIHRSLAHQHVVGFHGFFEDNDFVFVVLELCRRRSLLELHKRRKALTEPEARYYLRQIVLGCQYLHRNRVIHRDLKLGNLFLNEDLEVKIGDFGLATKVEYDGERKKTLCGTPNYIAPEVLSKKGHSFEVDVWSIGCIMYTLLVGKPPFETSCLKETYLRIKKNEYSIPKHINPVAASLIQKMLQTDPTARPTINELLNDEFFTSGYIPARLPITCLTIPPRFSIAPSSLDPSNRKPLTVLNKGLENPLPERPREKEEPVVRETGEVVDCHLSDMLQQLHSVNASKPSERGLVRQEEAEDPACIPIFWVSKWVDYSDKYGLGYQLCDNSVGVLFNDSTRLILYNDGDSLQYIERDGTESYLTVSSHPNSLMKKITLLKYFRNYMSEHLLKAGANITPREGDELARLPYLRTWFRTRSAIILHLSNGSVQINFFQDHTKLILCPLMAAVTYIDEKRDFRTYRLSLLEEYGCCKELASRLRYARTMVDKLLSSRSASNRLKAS
# CYP2C19 inh: human CYP2C19 inhibition; P33261; CYP2C19 Supersomes, luciferin-H EGE luminescence, 30 min; inhibition, % at 5 µM; actives 21% (n = 96,000);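 active = CYP2C19 inhibition above a set limit at 5 µM in the primary screen, cut at about 50% in these data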;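 also: plate controls were negative control wells for no effect and 2.5 mM tranylcypromine positive control for full effect; values of inactives mirror those of a sister screen read the other way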
# Rev-RRE block: disrupts HIV-1 Rev binding to RRE RNA | P05866 | Rev peptide-RRE RNA binding, FRET | inhibition, % at 8 µM | actives 0.79% (n = 97,000);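 active = inhibition above the screen-wide mean plus 3 SD, cut at about 35% in these data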;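 also: 0% = median DMSO wells and 100% = median Neomycin B control wells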
#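 Test system – labelled RRE RNA duplex and labelled Rev peptide · Signal – fluorescein-to-Cy5 FRET, 480 nm excitation · Evaluation – % inhibition of FRET ratio versus controls · Benchmarks – DMSO low control, neomycin B high control · Incubation – 5 min RNA-compound premix plus 15 min binding step, 25 °C · Medium – HEPES pH 7.5 salt buffer with EDTA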
# CYP2C9 inhib: inhibitors of human CYP2C9 | AID 777 | P11712 | inhibition, % at 5 µM | actives 20% (n = 96,000) | CYP2C9 Supersomes, luciferin-H conversion, luminescence;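 active = blocking of liver enzyme CYP2C9 beyond about 50% at 5 µM, limit read from the data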; also: values of inactives mirror those of a sister screen read the other way
# Target sequence (P11712 whole entry, looked up): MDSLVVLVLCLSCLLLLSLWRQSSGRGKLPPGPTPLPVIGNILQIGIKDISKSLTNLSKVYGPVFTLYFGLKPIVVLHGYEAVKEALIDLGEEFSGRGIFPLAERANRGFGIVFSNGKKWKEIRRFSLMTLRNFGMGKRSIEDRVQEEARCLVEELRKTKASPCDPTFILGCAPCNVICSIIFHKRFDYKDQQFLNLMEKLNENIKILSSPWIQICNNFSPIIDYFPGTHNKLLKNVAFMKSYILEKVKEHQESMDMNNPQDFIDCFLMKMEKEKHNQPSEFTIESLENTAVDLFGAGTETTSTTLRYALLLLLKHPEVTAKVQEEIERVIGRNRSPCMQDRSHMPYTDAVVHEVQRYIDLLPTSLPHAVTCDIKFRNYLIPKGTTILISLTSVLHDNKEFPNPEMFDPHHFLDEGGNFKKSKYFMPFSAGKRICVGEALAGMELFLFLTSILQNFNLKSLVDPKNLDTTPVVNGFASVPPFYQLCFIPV
# PLAP activator: human PLAP activation | purified PLAP enzyme, luminescent substrate read-out; active compounds read high | actives 1.2% (n = 96,000) | AID 696 | activation fold at 20 µM; in the data active = activation fold above about 2
# PLK1 inh: PLK1 (human) kinase inhibition; P53350; recombinant PLK1 kinase, TR-FRET peptide phosphorylation; inhibition, % at 10 µM; actives 0.53% (n = 97,000); AID 619;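 active = inhibition of 50% or more in the single-concentration screen; inactive = inhibition below 50%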;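 also: 0% = DMSO max control and 100% = H-89 dihydrochloride min control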
# CYP2C19 activ: activators of human cytochrome P450 2C19; recombinant CYP2C19, luciferin-H EGE luminescence; active compounds read high; 0 = fully inhibited enzyme, 1 = untreated enzyme; 96,000 tested, under 10 active; activation factor at 5 µM; AID 1025;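 active = activation factor of at least 2 at 5 µM in the primary screen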;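 also: 0 = wells with 2.5 mM tranylcypromine and 1 = vehicle-only wells; values of inactives mirror those of a sister screen read the other way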
# CYP2C9 act: CYP2C9 (human) activation | activation factor at 5 µM | AID 1024 | actives 1.4% (n = 96,000) | recombinant CYP2C9, luciferin-H conversion, luminescence; active compounds read high; factor 1 = untreated enzyme, 0 = blocked;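 active = activation factor of 2 or more for CYP2C9 at a 5 µM dose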;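 also: 0 = sulfaphenazole-blocked wells and 1 = vehicle-only wells; values of inactives mirror those of a sister screen read the other way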
# Active calls of the source: *; . = not tested or not shown.
SMILES,EphB4 ephrin blk,Plk1 PBD FP,CYP2C19 inh,Rev-RRE block,CYP2C9 inhib,PLAP activator,PLK1 inh,CYP2C19 activ,CYP2C9 act
Cn1c(=O)c2c(nc(SCC(=O)Nc3ccccc3)n2C)n(C)c1=O,.,.,-11,.,19,1.1,.,1.1,0.8
COc1ccc2c(C)cc(SCC(=O)N3CCOCC3)nc2c1,-6,-81,68*,60*,35,1.9,-6,0.3,0.6
COc1ccc(CC(=O)N2CC3(C)CC2CC(C)(C)C3)cc1OC (stereo unspecified),-5,-20,37,1,30,1.3,-7,0.6,0.7
CNC(=S)N1CCN(c2ccc([N+](=O)[O-])cc2)CC1,2,-13,29,-4,24,0.9,-8,0.7,0.8
Cc1cc(/C=N\NC(=O)c2cccs2)c(C)n1-c1ccc2ncccc2c1,-10,7,16,-3,45,1.7,-3,0.8,0.5
CCOC(=O)c1c(C)[nH]c(C(=O)COC(=O)CN2C(=O)C3CCCCC3C2=O)c1C (stereo unspecified),8,-7,37,12,26,1.1,-10,0.6,0.7
COCCSc1ccccc1C(=O)N1CCOCC1,-1,4,-13,2,5,1.2,-4,1.1,1
CCc1ccc(NC(=S)NC2CC3CCCC(C2)N3Cc2cccs2)cc1 (stereo unspecified),-6,-10,30,-9,30,1.1,-7,0.7,0.7
Cc1ccc(OCC(O)Cn2c(NCCc3ccccc3)nc3c2c(=O)[nH]c(=O)n3C)cc1 (stereo unspecified),3,-23,51*,-1,42,0.8,-6,0.5,0.6
CC(=O)c1cnc2nc(C)nn2c1C,4,-14,6,2,-3,1,0,0.9,1
COc1cccc(-c2cn3nc4c(nc3n2)CCCC4)c1,5,-8,96*,28,50*,1.6,0,0,0.5
CC(C)OC(=O)CN1C(=O)c2ccccc2C1=O,.,.,24,.,5,1,.,0.8,1
CN(C(=O)c1ccc(NC(=O)C2CC=CCC2C(=O)O)cc1)c1ccccc1 (stereo unspecified),-2,-4,-10,-2,-3,1.5,-7,1.1,1
O=C(CN1CCCCC1)Nc1ccccc1-c1ccccc1,10,-26,29,7,-1,0.8,-3,0.7,1
CC1(C)Cc2c(c(N3CCOCC3)nc3sc4c(NCc5ccco5)nnnc4c23)CS1,-6,8,61*,2,93*,1.5,-6,0.4,0.1
N#Cc1c2n(c3c(-c4ccccc4)ncnc13)CCC2,7,-3,6,8,-9,0.9,-2,0.9,1.1
CCOc1ccc(-c2cn(CCC#N)cn2)cc1,.,.,65*,.,41,1.1,.,0.3,0.6
CCCCC(=O)NC1(C(F)(F)F)C(=O)Nc2c1c(=O)n(C)c(=O)n2C (stereo unspecified),-2,-4,11,5,0,0.8,-18,0.9,1
COC(=O)c1ccc(Oc2nc(Nc3ccccc3)nc(N(C)C)n2)cc1,5,-19,36,14,52*,0.9,-10,0.6,0.5
Cc1cc(N2CCOCC2)nc2ccc(NC(=O)CCC(=O)N3CCCCC3)cc12,1,-10,14,3,20,1.3,-2,0.9,0.8
CCCn1c2c(c(O)c(C(=O)NC)c1=O)CCCC2,-4,-12,.,5,.,.,-13,.,.
O=C(Nc1cc(Cl)cc(Cl)c1)c1cccc(OC(F)F)c1,1,3,16,13,34,0.4,-10,0.8,0.7
CN1CCN(C(=O)c2ccccc2NC(=O)C(C)(C)C)CC1,-5,11,.,8,.,.,-8,.,.
COc1cc(C=O)ccc1Oc1nnnn1-c1ccc(C(N)=O)cc1,3,8,1,7,10,0.8,-1,1,0.9
NC(=O)CSc1nnc(-c2ccc(O)cc2)n1Cc1ccco1,-2,-14,.,5,.,.,-13,.,.

# The listing continues.
SMILES,EphB4 ephrin blk,Plk1 PBD FP,CYP2C19 inh,Rev-RRE block,CYP2C9 inhib,PLAP activator,PLK1 inh,CYP2C19 activ,CYP2C9 act
O=C(CSc1nc2ccccc2n1CC(=O)N1CCCC1)Nc1nccs1,2,-5,28,7,36,0.9,10,0.7,0.6
Cc1ccc(-n2c(C)cc(C(=S)N3CCOCC3)c2C)cc1C,0,8,87*,-1,37,1.3,-11,0.1,0.6
N#Cc1cccc(NC(=O)c2ccccc2C(=O)O)c1,-3,-16,1,8,-7,1.1,-3,1,1.1
Cc1ccc2c(c1)CCCN2C(=O)c1ccc2c(c1)OCO2,1,6,90*,5,40,1.1,-12,0.1,0.6
CC(C)(C)C(=O)[C@@H]1[C@@H]2C(=O)N(C3CCCCC3)C(=O)[C@@H]2[C@H]2c3ccccc3C=CN12,3,9,66*,2,82*,1.8,-14,0.3,0.2
COc1ccnc(NCc2ccc(Cl)cc2)c1C#N,2,-11,100*,1,30,1,-4,0,0.7
CC(NC(=O)CN1C(=O)COc2ccccc21)c1ccccc1 (stereo unspecified),.,.,89*,.,-116,1.1,.,0.1,2.2*
O=C(Nc1ccc(N2CCN(C(=O)c3ccccc3)CC2)cc1)c1ccc(Br)o1,-1,-6,10,4,30,1.5,-5,0.9,0.7
CCc1nc(SCC(=O)Nc2ccc(C(=O)O)cc2)n[nH]1,-8,-4,4,-1,6,0.8,-22,1,0.9
CCCCCCOC(=O)C(C#N)c1nc2ccccc2nc1N1CCN(C)CC1 (stereo unspecified),17*,-6,30,24,0,1.4,1,0.7,1
CCOc1ccccc1NC(=O)CSc1nnnn1Cc1ccccc1,4,9,40,16,7,0.8,-20,0.6,0.9
CCCCOC(=O)Nc1cc(C)c(Cl)cc1OC,-2,0,8,12,23,0.8,-24,0.9,0.8
COc1ccccc1-n1cnnc1SCC(=O)Nc1ncc(Cl)cc1Cl,-3,-13,27,2,-7,0.8,-4,0.7,1.1
O=S(=O)(c1ccc(Br)cc1)N1CCn2c(nc3ccccc32)C1,-2,-4,2,-1,8,0.9,-2,1,0.9
COc1ccc(C(c2sc3nc(C)nn3c2O)N2CCCCC2)cc1 (stereo unspecified),0,22,.,0,.,.,-4,.,.
O=C(C1CCN(S(=O)(=O)c2cccc3cccnc23)CC1)N1CCN(C2CCCCC2)CC1,.,.,2,.,-16,1.5,.,1,1.2
Cn1c(=O)[nH]c(=O)c2c1nc(SCC(O)CO)n2Cc1ccccc1Cl (stereo unspecified),5,-15,-13,4,0,0.9,-7,1.1,1
CC(=O)c1cccc(NC(=O)C2CCCN(S(C)(=O)=O)C2)c1 (stereo unspecified),0,-1,-8,9,8,1,-3,1.1,0.9
Clc1ccc2c(NCc3ccco3)ncnc2c1,3,20,79*,10,55*,1,-7,0.2,0.4
Cc1nnc(SCCCn2c(N3CCCCC3)nc3c2c(=O)[nH]c(=O)n3C)s1,2,-5,23,3,60*,1.2,-6,0.8,0.4
CCn1cnc2c(cnn2-c2ccccc2)c1=O,11,-19,15,8,6,1,-9,0.8,0.9
Cc1ccc(CN2CCCNC2=O)cc1,-1,8,19,0,1,0.9,-4,0.8,1
COc1ccccc1-c1cc(C(=O)N/N=C/c2cccs2)c2ccccc2n1,1,-8,80*,3,96*,1.7,-4,0.2,0
CCCSc1nc(N2CCCC2)c2c(c1C#N)CC(C)(C)OC2,5,-22,57*,7,94*,1.1,-5,0.4,0.1
CC1CCCCC1NC(=O)Cn1nc(-c2ccccc2)ccc1=O (stereo unspecified),.,.,45,.,24,1,.,0.6,0.8

# An excerpt from above in order of SMILES length, low to high:
SMILES,EphB4 ephrin blk,Plk1 PBD FP,CYP2C19 inh,Rev-RRE block,CYP2C9 inhib,PLAP activator,PLK1 inh,CYP2C19 activ,CYP2C9 act
Clc1ccc2c(NCc3ccco3)ncnc2c1,3,20,79*,10,55*,1,-7,0.2,0.4
CCOc1ccccc1NC(=O)CSc1nnnn1Cc1ccccc1,4,9,40,16,7,0.8,-20,0.6,0.9
CC(NC(=O)CN1C(=O)COc2ccccc21)c1ccccc1 (stereo unspecified),.,.,89*,.,-116,1.1,.,0.1,2.2*
CCc1nc(SCC(=O)Nc2ccc(C(=O)O)cc2)n[nH]1,-8,-4,4,-1,6,0.8,-22,1,0.9
Cc1ccc(-n2c(C)cc(C(=S)N3CCOCC3)c2C)cc1C,0,8,87*,-1,37,1.3,-11,0.1,0.6
O=C(CSc1nc2ccccc2n1CC(=O)N1CCCC1)Nc1nccs1,2,-5,28,7,36,0.9,10,0.7,0.6
CC(=O)c1cccc(NC(=O)C2CCCN(S(C)(=O)=O)C2)c1 (stereo unspecified),0,-1,-8,9,8,1,-3,1.1,0.9
CCCCCCOC(=O)C(C#N)c1nc2ccccc2nc1N1CCN(C)CC1 (stereo unspecified),17*,-6,30,24,0,1.4,1,0.7,1
COc1ccccc1-c1cc(C(=O)N/N=C/c2cccs2)c2ccccc2n1,1,-8,80*,3,96*,1.7,-4,0.2,0
Cc1nnc(SCCCn2c(N3CCCCC3)nc3c2c(=O)[nH]c(=O)n3C)s1,2,-5,23,3,60*,1.2,-6,0.8,0.4
O=C(C1CCN(S(=O)(=O)c2cccc3cccnc23)CC1)N1CCN(C2CCCCC2)CC1,.,.,2,.,-16,1.5,.,1,1.2

# More compounds
SMILES,EphB4 ephrin blk,Plk1 PBD FP,CYP2C19 inh,Rev-RRE block,CYP2C9 inhib,PLAP activator,PLK1 inh,CYP2C19 activ,CYP2C9 act
Cc1[nH]c(=O)[nH]c(=O)c1S(=O)(=O)N1CCCC(C(=O)N2CCC(Cc3ccccc3)CC2)C1 (stereo unspecified),.,.,53*,.,-7,1.4,.,0.5,1.1
CC1CC(C)(C)NC(=S)S1 (stereo unspecified),0,0,2,8,1,0.9,-12,1,1
COCCN1C=C(C(=O)OC)C(c2ccccc2C(F)(F)F)C(C(=O)OC)=C1,-6,20,40,-1,49,1.2,-16,0.6,0.5
Cc1cccc(NC(=O)Cn2nnc(-c3ccc(CN4CCCC4)cc3)n2)c1C,-3,-6,-9,4,18,1.7,-9,1.1,0.8
COc1cccc(CN2CCN(C(=O)c3ccco3)CC2)c1OC,0,10,.,-1,.,.,-1,.,.
CC(C)c1ccc2oc(=O)cc(CN3CCN(c4ccccc4)CC3)c2c1,1,20,10,4,15,0.9,-2,0.9,0.8
CCCCS/C(=C(/C#N)C(N)=O)c1cc2c([nH]1)CCCC2,5,3,34,5,35,0.7,-5,0.7,0.6
CCCc1cc(C(=O)NCc2cccnc2)no1,0,-17,59*,4,15,1,1,0.4,0.9
CCC1(O)c2ccccc2-c2ncccc21 (stereo unspecified),1,-2,5,6,-4,0.9,-3,1,1
Cc1cc(C(=O)CSC(C)c2nc3ccccc3c(=O)[nH]2)c(C)n1C (stereo unspecified),0,4,32,10,23,1.4,1,0.7,0.8
CC(=O)ON1C(C)(C)CC(OC(=O)c2ccccc2)CC1(C)C,.,.,23,.,-3,1.3,.,0.8,1
COc1ccc(C(=O)NCC(=O)OCc2cccc(Br)c2)cc1,-10,-9,55*,3,19,0.6,1,0.5,0.8
O=C(O)CSC1c2ccccc2C(=O)N1Cc1ccccc1 (stereo unspecified),2,-7,-8,6,-16,1.2,-7,1.1,1.2
CSCC[C@H](NC(=O)NCc1ccc(F)cc1)C(=O)O,5,-4,0,7,4,1.1,-6,1,1
CCCCn1c(SCC(=O)Nc2cc(C)on2)nc2ccccc2c1=O,-5,-12,18,1,10,1,-287,0.8,0.9
CCOC(=O)c1ccc(N2C(=O)CC(N(C)CCc3ccc(OC)c(OC)c3)C2=O)cc1 (stereo unspecified),-11,4,73*,3,55*,1.4,-6,0.3,0.4
